FXIIa inh 1536: human FXIIa protease inhibitors, primary screen, biochemical, 1536-well; Coagulation factor XII (Homo sapiens), P00748; purified FXIIa, Boc-QGR-AMC fluorogenic substrate, 2 h; inhibition, % at 5 µM; hit rate 0.3% among 220,000; in the data active = inhibition above about 40%;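 note: 0% = enzyme with no compound and 100% = blank without enzyme; many of its hits are not listed in these tables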
hK5 inh: human KLK5 protease inhibitors, primary screen, biochemical, 1536-well. Kallikrein-5 (Homo sapiens), Q9Y337. recombinant hK5, fluorogenic AMC substrate cleavage. inhibition, % at 5 µM. hit rate 0.59% among 210,000;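 active = inhibition of 40% or more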;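 note: 0% = enzyme controls without compound and 100% = no-enzyme blanks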
Cl transport mod: KCC2 cotransporter modulators, thallium flux, primary screen, cell-based, HEK293 KCC2, FluoZin-2 fluorescence, MLSMR. Solute carrier family 12 member 5 (Homo sapiens), Q9H2X9. hit rate 2.2% among 190,000. KCC2 cells, thallium flux FluoZin-2 fluorescence. AID 1456, 2008. B-score of Tl+ flux slope (higher = more flux/activation; lower = inhibition) at 10 µM;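 active = thallium flux slope and its plate-corrected score both differing from the plate sample mean at a set confidence after two filtering rounds, in either direction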;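 note: slope of fluorescence scaled to starting intensity during 10 to 20 s after thallium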
Wee1 degr inh: Wee1 degradation inhibitors, primary screen, cell-based, HeLa, Wee1K328M-luciferase, luminescence. Wee1-like protein kinase (Homo sapiens), P30291. HeLa Luc-Wee1K328M stability; 100% = proteasome inhibitor MG132 effect. reporter increase, % at 5 µM. hit rate 1.2% among 220,000;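 active = activation above the mean of all tested compounds plus 3 SD, set per screening run, cut at about 8.8% in these data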;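 note: cells exposed to compound for 20 h before luminescence read; 0% = DMSO alone and 100% = MG132 at 30 µM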
thrombin 1536: human alpha-thrombin inhibitors, primary screen, counter-screen for coagulation protease inhibitor project, biochemical, 1536-well, fluorogenic AMC substrate; inhibition, % at 5 µM; Prothrombin (Homo sapiens), P00734; hit rate 0.26% among 220,000; Boc-VPR-AMC fluorogenic substrate cleavage; AID 1046, 2008;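 active = inhibition at or above 40%; inactive = inhibition below 40%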;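 note: 0% = enzyme with no compound and 100% = wells without enzyme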
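Material: human alpha-thrombin enzyme / Medium: pH 7.5 Tris (50 mM) with NaCl 150 mM, Tween 20 0.05% / Compound: single-point dosing at 5 µM, 0.2% DMSO / Incubation: enzyme reaction carried out at room temperature / Detection: AMC fluorescence, 355/460 nm / Read-out basis: percent inhibition scaled between no-compound controls and no-enzyme blanks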
FXIa inh: human FXIa protease inhibitors, primary screen, biochemical, 1536-well; purified FXIa, Boc-Glu-Ala-Arg-AMC fluorogenic substrate; AID 798, 2007; inhibition, % at 5 µM; hit rate 0.14% among 220,000; Coagulation factor XI (Homo sapiens), P03951;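 active = inhibition of at least 40%; inactive = inhibition below 40%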;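 note: fluorescence of freed AMC excited at 355 nm; 0% = enzyme without compound and 100% = no enzyme blank; many of its hits are not listed in these tables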
Furin inh: human furin inhibitors, primary screen, biochemical, fluorescence intensity; P09958; inhibition, % at 30 µM; hit rate 0.061% among 220,000; AID 463115, 2010; purified furin, fluorogenic substrate cleavage; in the data active = inhibition above about 25%; note: inactives centre near -15
PERK inh: block of dimerizer-induced PERK translation repression, primary screen, PERK inhibitor project, CHO PERK-DD cells, SEAP luminescence, HTS; Eukaryotic translation initiation factor 2-alpha kinase 3 (Homo sapiens), Q9NZJ5; CHO PERK-DD fusion, SEAP luminescence translation reporter; inhibition, % at 5.6 µM; hit rate 0.17% among 220,000; AID 1416, 2008;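 active = inhibition above the mean inhibition of all tested compounds plus 3 SD, set separately per screening campaign, cut at about 2.9% in these data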;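 note: PERK kinase domain activated by AP20187 dimerizer at 100 nM; 0% = DMSO with dimerizer and 100% = rapamycin at 8.4 µM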
Target sequence (Q9NZJ5 whole entry, looked up, the tested form may be a part): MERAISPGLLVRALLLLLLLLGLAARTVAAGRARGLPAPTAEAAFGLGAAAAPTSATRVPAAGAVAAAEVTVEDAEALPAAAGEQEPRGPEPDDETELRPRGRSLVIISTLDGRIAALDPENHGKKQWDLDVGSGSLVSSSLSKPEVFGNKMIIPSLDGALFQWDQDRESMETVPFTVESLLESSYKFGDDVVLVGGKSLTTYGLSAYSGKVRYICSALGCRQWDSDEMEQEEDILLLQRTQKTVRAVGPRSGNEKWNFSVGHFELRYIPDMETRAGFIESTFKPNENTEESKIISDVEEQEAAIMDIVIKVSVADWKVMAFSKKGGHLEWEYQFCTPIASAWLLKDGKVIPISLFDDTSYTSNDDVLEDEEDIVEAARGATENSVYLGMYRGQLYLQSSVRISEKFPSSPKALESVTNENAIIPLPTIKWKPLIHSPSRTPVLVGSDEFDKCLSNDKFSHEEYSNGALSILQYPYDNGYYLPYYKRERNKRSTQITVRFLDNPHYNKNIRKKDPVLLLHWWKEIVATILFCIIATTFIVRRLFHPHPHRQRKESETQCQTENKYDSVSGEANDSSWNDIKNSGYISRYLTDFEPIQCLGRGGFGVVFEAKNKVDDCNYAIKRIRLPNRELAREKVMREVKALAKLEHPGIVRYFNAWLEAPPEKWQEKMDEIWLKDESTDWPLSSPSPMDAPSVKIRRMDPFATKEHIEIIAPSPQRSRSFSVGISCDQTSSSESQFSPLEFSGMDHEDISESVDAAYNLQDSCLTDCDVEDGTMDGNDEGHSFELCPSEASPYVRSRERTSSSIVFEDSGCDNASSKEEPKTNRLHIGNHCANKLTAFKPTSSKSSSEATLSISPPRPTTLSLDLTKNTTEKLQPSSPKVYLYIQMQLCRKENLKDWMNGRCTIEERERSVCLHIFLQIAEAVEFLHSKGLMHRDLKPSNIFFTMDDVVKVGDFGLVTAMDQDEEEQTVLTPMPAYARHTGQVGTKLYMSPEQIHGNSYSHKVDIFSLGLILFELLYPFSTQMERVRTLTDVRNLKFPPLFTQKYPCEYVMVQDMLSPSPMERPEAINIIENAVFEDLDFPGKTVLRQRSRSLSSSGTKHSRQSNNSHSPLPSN
p97 ATPase inh: inhibitors of human p97 ATPase, primary screen, biochemical; recombinant p97 ATPase, Kinase-Glo ATP luminescence, 3 h; inhibition, % at 8 µM; hit rate 0.42% among 220,000; AID 1481, 2009; in the data active = inhibition above about 15%;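 note: 0% = DMSO vehicle and 100% = wells lacking enzyme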
* hit, by the source's call; . = no result given; [ ] = dose if it differs, or a comment.

Sample of the layout, 3 compounds:
SMILES	FXIIa inh 1536	hK5 inh	Cl transport mod	Wee1 degr inh	thrombin 1536	FXIa inh	Furin inh	PERK inh	p97 ATPase inh
CC1(c2ccccc2)NC(=O)N(CC(=O)Nc2ccc3c(c2)OCO3)C1=O (stereo unspecified)	6	-11	-1.4	-1	0	2	-19[20 µM]	0.0	6
O=C(NCc1ccco1)c1ccc2c(=O)n(CC3CCCO3)c(=S)[nH]c2c1 (stereo unspecified)	4	0	-2.7	1	-2	5	-19[20 µM]	-0.6	1
CCOc1ccc(OCC)c(NC(=O)C2CCN(S(=O)(=O)c3c(C)[nH]c(=O)[nH]c3=O)CC2)c1	10	2	0.29	-3	13	-4	-21	-0.1	1

The listing, from the start:
SMILES	FXIIa inh 1536	hK5 inh	Cl transport mod	Wee1 degr inh	thrombin 1536	FXIa inh	Furin inh	PERK inh	p97 ATPase inh
CC1(c2ccccc2)NC(=O)N(CC(=O)Nc2ccc3c(c2)OCO3)C1=O (stereo unspecified)	6	-11	-1.4	-1	0	2	-19[20 µM]	0.0	6
O=C(NCc1ccco1)c1ccc2c(=O)n(CC3CCCO3)c(=S)[nH]c2c1 (stereo unspecified)	4	0	-2.7	1	-2	5	-19[20 µM]	-0.6	1
CCOc1ccc(OCC)c(NC(=O)C2CCN(S(=O)(=O)c3c(C)[nH]c(=O)[nH]c3=O)CC2)c1	10	2	0.29	-3	13	-4	-21	-0.1	1
CC1(C)Cc2cccc(OCC(=O)N3CCN(S(=O)(=O)c4ccccc4)CC3)c2O1	0	1	-0.94	-5	0	1	-9	-0.1	-1
O=C(COC(=O)c1ccccc1C(=O)c1ccccc1)NCCc1ccccc1	9	-11	-1.6	-1	-11	2	-13	-0.5	-3
N#Cc1c(-c2ccccc2)cc(C2CC2)nc1SCC(=O)c1cccs1	13	1	0.32	1	-2	-4	-9	0.4	-3
COc1cc(CN2CC(=O)N(c3ccc(C)c(C)c3)C2=S)cc(OC)c1OC	9	-19	0.011	-3	-3	5	-13	-0.1	7
COc1ccc2[nH]c(C)c(CN3CCC(C)CC3)c(=O)c2c1	15	5	0.3	-3	0	5	-33	0.4	4
CCC(CC)C(=O)NCCc1ccc(F)cc1	7	0	-0.74	2	-5	-7	-8[20 µM]	-0.4	-3
CCc1cc2c3c(c(=O)oc2cc1OC)CCCC3	11	2	-0.42	6	3	2	-16[20 µM]	-1.0	-8
COc1ccccc1C(=O)NCCn1ccc2ccccc21	5	-7	-0.96	0	-1	1	-3	-1.0	4
Cc1ncc([N+](=O)[O-])n1CC(=O)NC1CCCC1	4	-18	.	0	7	-11	-9[20 µM]	0.5	-3
COc1ccc(-n2c(SCC(=O)Nc3cc(C)on3)nc3c([nH]c4ccccc43)c2=O)cc1	5	3	-0.12	-1	-3	1	-9	0.1	-3
CCOc1ccc(CCNC(=O)C2CCN(c3nnc(-n4cccc4)s3)CC2)cc1	11	-4	-2	1	1	1	-16	0.0	4
O=C(C1CCCO1)N1CCN(c2ccccn2)CC1 (stereo unspecified)	8	-1	-0.028	3	.	2	-14	0.4	5
CCn1c(SCc2ccc(C)cc2)nnc1-c1nn(-c2ccccc2)ccc1=O	3	1	-1.7	-2	-1	-12	-10[20 µM]	-0.4	1
CSc1ccccc1C(=O)Nc1ccc(C)c(C)c1	15	-2	-0.04	0	-1	4	-17[20 µM]	0.3	-3
S=C1NNC2(NN1)C1CC3CC(C1)CC2C3	16	-4	0.093	2	5	7	-17[20 µM]	1.6	5
O=C(O)CSC(NC(=O)c1cccnc1)(C(F)(F)F)C(F)(F)F	11	4	.	6	2	2	-21	0.9	4
CCCCNC(=O)Cn1c2c(c(-c3ccccc3Cl)cc1=O)CCC2	3	-2	-0.076	-3	-1	2	-40	-0.7	-3
O=C(Nc1ccccc1F)C1(c2ccccc2)CC1(Cl)Cl (stereo unspecified)	6	-11	-0.14	2	-5	2	-25	0.1	0
COc1cc(/C=C/C(=O)OCC(=O)c2c[nH]c3ccccc23)ccc1OC(F)F	13	15	0.49	-2	-11	-1	-13	0.1	1
CC(=O)NS(=O)(=O)c1ccc(NC(=S)NC(=O)C(C)C)cc1	-10	-11	0.46	1	-6	2	-4[20 µM]	0.9	2
Cc1ccc(Cc2cc(-c3ccc(C)cc3)n[nH]c2=O)cc1	6	2	-0.87	-3	0	0	-11	0.8	-7
Cn1c(Cn2nnc3ccccc32)nnc1SCC(=O)Nc1ccc2c(c1)OCO2	15	-4	0.35	-3	-8	5	-12	0.3	-4
COc1cccc2c(=S)c(CCC(C)=O)c(C)[nH]c12	7	-5	-0.12	1	-1	5	-29	0.8	8
CCCc1nnc(NC(=O)Cn2c(=O)oc3ccccc32)s1	0	-2	1.9	-3	-3	-1	-5[20 µM]	0.4	2
CCCCCOC(=O)Cc1c(O)c2ccccc2[nH]c1=O	18	-10	1.9	0	-3	2	-4	1.6	0
Nc1c(C(=O)NCc2ccc3c(c2)OCO3)nnn1Cc1ccc(Br)cc1	12	1	0.26	0	2	3	-21	-0.2	3
COc1cccc(NC(=O)CN2C(=O)NC(C)(CCC(C)C)C2=O)c1 (stereo unspecified)	5	0	0.76	2	-6	-3	-13	1.5	0
COc1ccc(C(=O)CN2C(=O)c3ccccc3S2(=O)=O)cc1	11	-7	0.61	-5	1	6	-10	1.7	8
COC(=O)Cn1c(=O)n(CCc2ccccc2)c(=O)c2c3c(sc21)CCCC3	12	-7	2.1	-1	2	3	-12[20 µM]	-1.6	-6
CCOc1ccc(-c2c(=O)n(OCc3ccc([N+](=O)[O-])cc3)c3ccccc3[n+]2[O-])cc1	9	-3	1.6	5	-8	1	-19	0.6	1
CNC1(C(N)=O)CCNCC1	8	-1	0.77	-2	-3	-1	-24	1.0	4
CCOC(=O)Cc1csc(CC(N)=O)n1	10	2	-0.6	-1	1	1	-22	0.6	5
Cc1cc(C)n2nc(SCC(=O)NCc3ccco3)nc2n1	-13	15	0.13	-2	-6	-10	-4	0.9	5
COc1cccc(NC(=S)NCc2ccccn2)c1	7	-27	-0.25	4	-1	-2	-21	0.8	1
CCN=C(NCC)SC1CC(=O)N(c2ccc(F)cc2)C1=O (stereo unspecified)	3	-4	-0.018	0	-11	-5	-7	-0.5	-6
C=CCCC(=O)Nc1nc(C)c(-c2csc(Nc3cc(OC)ccc3OC)n2)s1	-2	.	0.7	-2	-2	-4	-13[20 µM]	-1.5	5
C=CCn1c(O)c(N=NC(=O)c2ccccc2NS(=O)(=O)c2cccs2)c2ccccc21	16	-4	0.72	-2	-8	5	-10	0.9	4
COc1ccc(C(=O)Nc2ccc(S(=O)(=O)Nc3nccc(C)n3)cc2)cc1OC	9	-23	-0.059	0	4	6	-5[20 µM]	0.3	-5
O=C(N/N=C\c1ccc(Cl)cc1Cl)c1sccc1-n1cccc1	5	-8	.	0	2	0	-17[20 µM]	0.0	-3
Cc1cc(-c2n[nH]c(=S)n2/N=C/c2ccc(C)s2)n[nH]1	9	-17	0.41	-3	-4	5	-8	1.0	3
CCOP(=O)(OCC)C(NCc1ccccc1)c1ccc(Br)cc1 (stereo unspecified)	-66	-8	-0.71	1	4	4	-10[20 µM]	-0.4	-5
O=C(COC(=O)/C=C/c1ccc([N+](=O)[O-])cc1)NCc1ccccc1	6	-12	-1.8	0	-3	0	-32	1.7	3
CCOC(=O)N1CCN(c2ccc(C(=O)c3ccccc3)cc2F)CC1	-9	0	-0.042	1	-1	-5	7	-0.8	-1
COc1cccc(C(=O)Nn2c(C)nnc2-n2nc(C)cc2C)c1	10	2	0.51	-2	-1	3	-16[20 µM]	1.1	3
CSc1ncc(-c2ccccc2)cn1	13	1	-1.5	3	-3	1	-22	2.0	3
COc1ccc(/C=C2\SC(=O)N(CC(=O)Nc3cccnc3)C2=O)cc1OC	4	-12	-0.26	-3	-10	-5	-5	-0.2	2
COc1ccc(C(=O)c2c(C)c3ccccc3n2CC(O)CNC(C)C)cc1 (stereo unspecified)	19	-7	-0.3	-1	0	8	5	-0.8	5

(cont.)
SMILES	FXIIa inh 1536	hK5 inh	Cl transport mod	Wee1 degr inh	thrombin 1536	FXIa inh	Furin inh	PERK inh	p97 ATPase inh
Cc1ccc(C(=O)COc2ccccc2-c2ccccc2)cc1	5	-23	0.85	0	-3	5	-7	1.2	0
O=C(c1cccc(F)c1)N1CCN(C(=O)c2cc(-c3ccc(Cl)cc3Cl)on2)CC1	-9	2	-1.1	0	-4	2	-9[20 µM]	0.0	-5
O=Cc1ccc(OCC(=O)NC(=O)NC2CCCCC2)cc1	9	-14	0.99	-2	2	4	-12[20 µM]	0.2	2
COc1ccc(N2CCN(CCCNC(=O)CCCn3c(=O)[nH]c4ccsc4c3=O)CC2)cc1	4	-19	-0.091	-2	-2	10	-14[20 µM]	0.8	6
O=C(O)c1cc(-c2ccc(/C=N/Nc3ccc(Cl)cc3)o2)ccc1Cl	8	-27	-2.4	0	26	5	-19[20 µM]	1.0	14
COC(=O)c1c(NC(=O)Nc2ccc(Cl)cc2)sc(C)c1C	18	-8	0.047	-2	2	2	-9[20 µM]	0.1	-1
CCCCN(C)C(=O)C1CCN(CCCc2ccccc2)CC1	11	-11	-1.5	-2	1	0	-20	-1.3	-2
O=C(OCn1nnc2ccccc2c1=O)c1cc(-c2ccccc2)nc2ccccc12	11	-18	0.75	6	-2	4	-21	0.7	7
CC1(C)CC(=O)C(C=NCCN2CCN(C(=S)Nc3cccc(Cl)c3)CC2)=C(O)C1	1	-35	.	4	2	-6	-11	0.5	-3
COc1ccccc1C(CC(=O)Nc1ccc(Cl)cc1)c1ccc(OC(C)C)cc1 (stereo unspecified)	5	-5	-1.1	-1	-8	2	-24	0.1	0
CCOc1nc(NC(=O)NS(=O)(=O)Oc2ccccc2Cl)nc(-c2ccccc2)n1	-17	-19	.	-2	-15	-5	-14[20 µM]	-0.7	-3
N#Cc1c(Cn2cncn2)nc(=O)n(-c2ccc(Cl)cc2)c1N	5	-5	-0.053	-2	0	-1	-10	0.5	6
CCC1CCCCN1C(=O)COc1cc(=O)n(C)c2ccccc12 (stereo unspecified)	4	31	0.036	0	3	8	-17	-1.0	-5
Cc1ccc(CCNC(=O)C2CCC(CNc3c(N4CCCC4)c(=O)c3=O)CC2)cc1 (stereo unspecified)	-6	1	.	1	-4	-10	-13	1.2	-2
COc1ccc2nc(/C=N/NC(=O)CCCCCNC(=O)OC(C)(C)C)ccc2c1	9	4	0.95	3	5	4	-8	1.7	-1
Cc1ccccc1NC(=O)COC(=O)C1(C)CC1(Cl)Cl (stereo unspecified)	2	-1	-0.95	1	9	-2	-16	0.3	8
Cc1nc(NC(=O)c2ccco2)sc1C(=O)Nc1ccc(Br)cc1	7	-5	-5.3*	-3	-5	-6	-13	0.3	8

Single entries from above.
Under Cl transport mod, N#Cc1c(Cn2cncn2)nc(=O)n(-c2ccc(Cl)cc2)c1N is entered as -0.053
Under Wee1 degr inh, Cc1ccc(CCNC(=O)C2CCC(CNc3c(N4CCCC4)c(=O)c3=O)CC2)cc1 (stereo unspecified) is entered as 1

Compound activity (PubChem)
